# Screens as filed in PubChem.
# mcGAS RapidFire: mouse cGAS inhibition by mass spec; Q8C6L5; recombinant mouse cGAS, cGAMP by RapidFire MS; inhibition, % at 12.5 µM; 0.18% of 130,000 active;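 active means inhibition of cGAS enzyme activity at or above 60%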;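 further: enzyme stimulated by 45 bp dsDNA with ATP and GTP substrates; cGAMP share of summed cGAMP plus half ATP and half GTP signals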
# Target sequence (Q8C6L5 whole entry, looked up): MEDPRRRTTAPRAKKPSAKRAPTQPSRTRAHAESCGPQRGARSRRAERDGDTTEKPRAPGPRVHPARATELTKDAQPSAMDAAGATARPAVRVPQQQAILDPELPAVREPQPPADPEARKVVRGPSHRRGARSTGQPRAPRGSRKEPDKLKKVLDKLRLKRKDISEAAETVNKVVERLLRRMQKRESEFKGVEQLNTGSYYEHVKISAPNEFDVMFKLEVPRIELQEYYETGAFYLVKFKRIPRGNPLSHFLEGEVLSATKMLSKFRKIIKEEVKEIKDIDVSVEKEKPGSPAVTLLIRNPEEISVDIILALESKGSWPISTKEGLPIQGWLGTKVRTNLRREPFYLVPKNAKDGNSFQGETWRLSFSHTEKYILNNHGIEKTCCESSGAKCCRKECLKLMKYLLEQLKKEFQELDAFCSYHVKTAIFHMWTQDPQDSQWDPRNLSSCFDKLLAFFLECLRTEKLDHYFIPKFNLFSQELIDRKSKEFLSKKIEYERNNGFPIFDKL
# The depositor's hits bear a star; & = joins results of further samples. This is a subset; count on the stated rates, not on these rows.
SMILES,mcGAS RapidFire
O=C1OC(/C=C/c2ccccc2)=NC/1=C/c1cccc([N+](=O)[O-])c1,-5
CCC(NC(=O)C(C)Oc1ccccc1Br)C(O)c1ccccc1F (centres undefined),-4
COc1ccc(NC(=O)c2sc(=O)n(Cc3ccc(SC)cc3)c2C)cc1OC,-1
O=C(c1ccc([N+](=O)[O-])cc1Cl)N1CCCC1,-8
O=C1NC(c2ccccc2)(c2ccccc2)C(=O)N1Cc1ccccn1,-10
Cc1cccnc1CN(C)Cc1ccc(C2CCCCO2)s1 (centres undefined),-4
CCOCCN1CCN(C(C)c2nc(C)no2)CC1CC (centres undefined),-9
O=C1OC(c2ccccc2)=N/C1=C\C(Cl)=C\c1ccccc1,-3
NC1CCN(c2ccccc2C(=O)NCc2cccc(C(F)(F)F)c2)CC1,-1
Cc1cc(=O)[nH]c(-n2nc(C)c(CCC(=O)NC(c3ccccc3)c3ccccc3)c2C)n1,-5
NS(=O)(=O)N(Cc1cc(F)ccc1F)C1CCCC1,-7
CCc1nnsc1C(=O)N(Cc1ccc(N(C)C)cc1)CC1CC1,7
CSc1cccc(CN2CCCC(N3CCC(CO)CC3)C2)c1 (centres undefined),-3
Cc1ccc(Cc2nc(N3CCCNCC3)c3c(C)nn(-c4ccc(F)cc4)c3n2)cc1,-5
CC(C)CCn1c(=O)c2c(nc3n2CCN3c2ccccc2)n(C)c1=O,-4
CCCC(Cc1ccccc1)N(CCC)C(=O)c1ccc(=O)n(C)n1 (centres undefined),6
CCOc1ncccc1-c1ccc(C(C)NC(C)=O)cc1 (centres undefined),-11
O=S1(=O)CCN2C(c3ccc(F)c(F)c3)=CSC2=N1,-2
CCCCc1ccc(N2CCn3c2nc2c3c(=O)n(CCCO)c(=O)n2C)cc1,-4
COc1cccc(C2CCCN2C(=O)C2Cc3cc(Cl)ccc3O2)c1 (centres undefined),-5
CN(Cc1ccccc1)c1ncccc1CNC(=O)CC1CCS(=O)(=O)C1 (centres undefined),-2
CC(Sc1ncn(-c2ccccc2)n1)C(=O)Nc1ccc([N+](=O)[O-])cc1 (centres undefined),-6
O=C(Nc1ccc2c(c1)CN(C(=O)c1csnn1)CC2)c1ccc(C(F)(F)F)cc1,-2
CCCS(=O)(=O)Nc1cccc(N2CCCCC2=O)c1,-11
CN(C)C1(CNC(=O)NC2CC2)CCCC1,0
O=C(O)c1ccc(Oc2cccc(Br)c2)cc1,-13
O=C(CN1C(=O)NC2(CCCc3ccccc32)C1=O)c1cccc(Cl)c1 (centres undefined),-4
Cc1ccc(CN2C[C@@H](C(=O)O)C[C@H](C(=O)NCc3cccnc3)C2)c(F)c1,1
CSc1nc2n(n1)C(C1CC=CCC1)C=C(C(=O)O)N2 (centres undefined),-1
Cc1ncc(C[n+]2cccc(CO)c2)c(N)n1,17
CC(c1ccon1)N(C)C(=O)Cn1nnnc1CN1CCc2ccccc2C1 (centres undefined),5
CC(C)(C)c1oc(C(N)=O)cc1CN1CCCC(O)(CO)C1 (centres undefined),-15
COc1ccccc1/C=C/C1=NC(=C\c2cccc(OC)c2OC)/C(=O)O1,5
FC(F)(F)Cn1nnnc1SCC1CC(C2CCCCC2)=NO1 (centres undefined),-2
CC(C)N(Cc1nnsc1Cl)c1ccc(F)cc1,-1
CC(=O)OCC(OC(C)=O)C(OC(C)=O)C(OC(C)=O)C(=O)Nc1c(Cl)cc(Cl)cc1Cl (centres undefined),-4
Cc1cc(CN(C)CC(=O)NCCc2cccc3cccnc23)no1,-3
Cc1ncsc1CCc1nn2c(CC(C)C)nnc2s1,-10
COc1ccc(NC(=O)CSc2nc3c(cnn3CCO)c(=O)[nH]2)c(OC)c1,-29
CC1=C(C(=O)OC(C)C)C(c2ccccc2)NC(=O)N1C (centres undefined),8
COc1cccc(CNC(=O)CC2CSc3nc(C(C)C)cc(=O)n32)c1 (centres undefined),-4
OCC1(O)CCCN(Cc2ccc(Oc3ccccc3)cc2)CC1 (centres undefined),-4
CCN(Cc1nc2ccccc2c(=O)[nH]1)C(=O)CC(C)C,-2
COc1ncccc1CNC(=O)C1=CC=CN2CCS(=O)(=O)N=C12,1
COc1ccc(CN2CCOC(CN(C(=O)c3ccco3)C3CCCC3)C2)c(OC)c1 (centres undefined),-14
CN(Cc1nc2c(s1)CCCC2)C(=O)c1cn(Cc2ccc(F)cc2)nn1,-3
Cc1cc(OC(C)C(=O)N2CCC(C(=O)Nc3ccccc3)CC2)ccc1Cl (centres undefined),-3
CC(=O)c1ccc(NC(=O)N2CCCC3CN(C)CCC32)cc1 (centres undefined),-1
COc1ccc(S(=O)(=O)NCC(c2cccnc2)N2CCN(C)CC2)cc1C (centres undefined),-13
CC(=O)Nc1cccc(-c2ccc3c(c2)N(CC2CC2)C(=O)COC3)c1,-11
Cn1c(=O)c2c(-c3ccc(C(F)(F)F)cc3)c3c(O)occ3nc2n(C)c1=O,0
CCOc1cc(S(=O)(=O)NC2CC(C)(C)NC(C)(C)C2)ccc1Br,-9
C#CCNC(=O)C(C)Sc1ccc(Cl)cc1 (centres undefined),-3
CC(C)(O)C#CC1(O)CCCCCCCCCCC1,-22
Oc1cc2c(cc1CN1CCCC(C(F)(F)F)C1)oc1ccccc12 (centres undefined),-3
CCN(Cc1cnn(C)c1)C(=O)c1cc(COc2cc(C)c(Cl)c(C)c2)on1,-6
COCCN(CC(C)C)C(=O)Cc1ccn(C(C)C)n1,-17
COC(=O)c1ccc(C2c3c(oc4ccc(C)cc4c3=O)C(=O)N2c2cc(C)on2)cc1 (centres undefined),-8
Cc1cc(Cl)ccc1S(=O)(=O)NCC1CSCCS1 (centres undefined),-1
CN1CCC2(CC1)CN(C(=O)CNC(N)=O)CCCN2C,-21

# Shown field by field: four of the compounds above
SMILES: CC(C)(O)C#CC1(O)CCCCCCCCCCC1
  mcGAS RapidFire: -22
SMILES: Oc1cc2c(cc1CN1CCCC(C(F)(F)F)C1)oc1ccccc12 (centres undefined)
  mcGAS RapidFire: -3
SMILES: CCN(Cc1cnn(C)c1)C(=O)c1cc(COc2cc(C)c(Cl)c(C)c2)on1
  mcGAS RapidFire: -6
SMILES: COCCN(CC(C)C)C(=O)Cc1ccn(C(C)C)n1
  mcGAS RapidFire: -17

# The listing picks up, starting five compounds before the break.
SMILES,mcGAS RapidFire
CCN(Cc1cnn(C)c1)C(=O)c1cc(COc2cc(C)c(Cl)c(C)c2)on1,-6
COCCN(CC(C)C)C(=O)Cc1ccn(C(C)C)n1,-17
COC(=O)c1ccc(C2c3c(oc4ccc(C)cc4c3=O)C(=O)N2c2cc(C)on2)cc1 (centres undefined),-8
Cc1cc(Cl)ccc1S(=O)(=O)NCC1CSCCS1 (centres undefined),-1
CN1CCC2(CC1)CN(C(=O)CNC(N)=O)CCCN2C,-21
CC1=NN(c2ccccc2)C(=O)/C1=C\c1ccc(N(C)C)cc1,-8
COc1nc2ccccc2cc1CN1C[C@H]2OC(=O)N(C3CCCC3)[C@H]2C1,-11
COc1cccc(C(=O)NC2C3COCC2CN(CC2CCOCC2)C3)c1 (centres undefined),-6
COC(=O)C(c1ccccc1)N(C)C(=O)c1ccnc(C)n1 (centres undefined),2
Cn1c(=O)c2c(nc(NCCOCCO)n2C)n(C)c1=O,1
O=C(O)CC(NC(=O)c1c(F)cccc1Cl)c1ccc(Cl)cc1 (centres undefined),2
Cn1c(-c2cccs2)nn(CCNC(=O)c2ccco2)c1=O,1
CC(C)c1cc(C(=O)NCc2cccnc2N2CCCCCCC2)n[nH]1,-39
O=C(Nc1ccc(N2CCOCC2)nc1)c1ccc(F)cc1Cl,2
Nc1cccn2cc(-c3ccc(Cl)cc3)nc12,-2
Cc1sc2nc(-c3cccs3)nc(Sc3nnc(C4CC4)o3)c2c1C,3
CCc1cccc(NC(=O)CCN2CCN(c3ccncc3)CC2)c1,-30

# Random excerpt: 2 entries already listed, in no set order.
SMILES,mcGAS RapidFire
COC(=O)C(c1ccccc1)N(C)C(=O)c1ccnc(C)n1 (centres undefined),2
CCc1cccc(NC(=O)CCN2CCN(c3ccncc3)CC2)c1,-30

# Next structures
SMILES,mcGAS RapidFire
COC(=O)C1=CN(CC2CCCO2)C=C(C(=O)OC)C1c1cccs1 (centres undefined),-7
COC(=O)C1C(=O)C(C(=O)OC)C23CC/C=C\CCC12C(C(=O)OC)C(=O)C3C(=O)OC (centres undefined),-10
CC(Nc1ccncc1NC(=O)/C=C/c1cnn(C)c1)C1CCCO1 (centres undefined),7
CCOC(=O)CCC(=O)N1CCN(C(C(=O)NCCc2ccccc2)C2CCCC2)CC1 (centres undefined),-4
Cc1ccc(/C=C(\NC(=O)c2ccccc2)C(=O)Nc2cccc3ccccc23)o1,-5
CC(C)n1cc2cc(NC(=O)NCC(=O)NCC(F)(F)F)ccc2n1,-2
NC(=O)C(NS(=O)(=O)c1ccc(Cl)cc1F)c1ccccc1 (centres undefined),-28
Clc1cccc(Cl)c1CSc1nnc(-c2ccc3c(c2)OCO3)o1,-3
COc1cccc(CCc2ccccc2C(=O)N2CCOC(C(F)(F)F)C2)c1 (centres undefined),-4
Cc1cc(NCC2CCCNC2)nc(N2CCCCC2)n1 (centres undefined),-34
O=P1(NN=Cc2ccccc2C(F)(F)F)C=C(c2ccccc2)OC(c2ccccc2)=C1,-12
O=C(Nc1cccc(-n2cccn2)c1)C1CCCN1C(=O)c1ccccn1 (centres undefined),2
CCN1CCCC1CNC(=O)CCC1CCN(C23CC4CC(CC(C4)C2)C3)CC1 (centres undefined),-10
Cc1ccc(N2C(=O)CCS2(=O)=O)cc1S(=O)(=O)Nc1ccccc1OC(C)C,-4
Cc1noc(C)c1CC(=O)NNC(=O)C1CC1,-6
CC(=O)Nc1ccccc1SCC(=O)N1CCNC(=O)C1C(C)C (centres undefined),-15
O=S(=O)(Cc1ccc(Cl)c(Cl)c1)c1nc2ncccc2[nH]1,-13
O=C(NNS(=O)(=O)c1ccc(F)cc1)c1ccc(COc2ccccc2)o1,-5
NC(CCc1ccccc1)c1csc(Nc2ccccn2)n1 (centres undefined),-3
CCOc1ccc(S(=O)(=O)n2nc(C)c(S(=O)(=O)N(C)c3ccccc3)c2C)cc1,-7
CCc1ncc2c(n1)CN(C(=O)CCn1cnc3ccccc3c1=O)C2,-36
CCOc1ccc2cc(-c3ccccn3)c(=N)oc2c1,-6
Cc1nn(-c2nc3ccccc3[nH]2)c2c1C(=O)CC(c1cccs1)C2 (centres undefined),-9
CC1/C(=C\c2ccc(Cl)cc2)C(=O)C2CC1C2(C)C (centres undefined),-1
CCN(C)C(C(=O)N1C2CCC1CC(C)(O)C2)c1ccccc1 (centres undefined),-10&-8
CCN(CC(=O)Nc1c(Cl)cccc1Cl)C(=O)CC1Sc2ccccc2NC1=O (centres undefined),12
CNC(=O)[C@@H]1C[C@H](N)CN1C(=O)CCCOc1ccccc1,-19
NC(=O)CSc1cn(CCNC(=O)c2cccs2)c2ccccc12,-8
CCCCOc1ccc(C2=N/C(=C\c3cccc(F)c3)C(=O)O2)cc1,-5
CN(C)C(=O)CNC(=O)CSc1nc2sc3c(c2c(=O)[nH]1)CCCC3,0
NS(=O)(=O)c1ccc(CNc2cnc3ccccc3n2)cc1,-42
Cc1cc(C(F)(F)F)nc(CCNC(C)Cn2ccnc2)n1 (centres undefined),-16
COc1cc(OC)c(CN2CCCC(Cn3ccnc3C)C2)c(OC)c1 (centres undefined),-47
CCN(C(=O)Cc1ccccc1Cl)C(C)CS(=O)(=O)CC (centres undefined),-2
CCOC(=O)c1nn(-c2ccccc2)c(=O)cc1N1CCN(C(=O)c2ccco2)CC1,-4
O=C(CN(c1ccccc1)S(=O)(=O)c1ccc(Cl)c(Cl)c1)OCC(=O)c1ccccc1,-8
CCCOc1c(Br)cc(CO)cc1OC,-7
CCc1c(C)sc(NC(=O)C2C3C=CC(C3)C2C(=O)O)c1C(=O)OC(C)C (centres undefined),-5
Cc1ccc(-c2n[nH]c(=O)c3c2CCCC3)cc1,-7
Cc1ccc(NC(=O)CCn2cnc(-c3ccccc3)c2C2CCOC2)c(C)c1 (centres undefined),-10
CN(C)CC(NS(=O)(=O)c1ccc2c(c1)CCC2)c1ccccc1 (centres undefined),-8
Cc1oc(-c2cc3c(cc2Cl)OCO3)nc1CN(C)Cc1nc(-c2cccnc2)no1,4
OCc1ccccc1-c1nccc2occc12,-27
c1cncc(COC2CCCN(Cc3nc(-c4ccc5c(c4)OCO5)no3)C2)c1 (centres undefined),-13
O=[N+]([O-])c1ccc(-c2cn3cc(-c4cccc(C(F)(F)F)c4)ccc3n2)cc1,-6
CC1Oc2ccc(C#N)cc2N(Cc2cccc(C(F)(F)F)c2)C1=O (centres undefined),-9
Cc1ccc(C2(O)CCN(C(=O)NCCc3ccc(F)cc3)CC2)nc1,-40
C[C@@H]1CCC[C@H](C)N1CC(=O)N1Cc2cnc(-c3ccccc3)nc2C1,-19
CC1CCCN(c2cc(C(=O)N3CCCC3)c3ccccc3n2)C1 (centres undefined),-5
O=C(OCn1nnc2ccccc2c1=O)c1cc(=O)c2ccccc2o1,-4
CCNC(=O)NCCC1CN(C2CCCCCC2)CCO1 (centres undefined),-13
